Screening data (PubChem BioAssay)
OPRM1-OPRD1 inv – inverse agonist of human OPRM1-OPRD1 heterodimerization; P35372+P41143; cell-based MOR-DOR heterodimer luminescence, inverse agonism; inhibition, % at 9.3 µM; 340,000 compounds, 0.21% hits; in the data active means inhibition above about 22%, passing the limit was not always enough;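 further: 0% = cells with DMSO and 100% = wells without cells with DMSO; values of inactives mirror those of a sister screen read the other way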
Arr AP2 block – human beta-arrestin and AP2 interaction inhibition. FITC-arrestin peptide / GST-AP2 beads, flow cytometry; AP2 beta2 appendage carries R879A mutation. inhibition, % at 10 µM. 340,000 compounds, 0.31% hits. AID 504490;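 active means inhibition above a set limit, near 3 SD of compounds lacking own fluorescence, cut at about 54% in these data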;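 further: plate controls were DMSO wells for no effect and 5 µM unlabelled arrestin peptide for full effect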
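System: GST-AP2 R879A bound to glutathione beads, E. coli-expressed. Also added: 50 nM FITC-arrestin peptide. Schedule: compound with beads 12 min RT, then probe 1 h RT. Signal: bead flow cytometry, FITC channel. Read-out basis: percent response.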
V-ATPase pHluor – yeast V-ATPase proton transport regulation by pHLuorin | 350,000 compounds, 0.37% hits | response, % at 10 µM | S. cerevisiae, pHLuorin cytosolic pH fluorescence; in the data active means response mostly above about 7.3%, no sharp cut-off; inactive means mostly below about 5.4%; further: actives read high; inactives centre near 0; some compounds called inactive have numbers as strong as hits; reference of the scale not given here
MOR-DOR ag – OPRM1-OPRD1 heterodimerization agonism | 340,000 compounds, 0.3% hits | activation, % at 9.3 µM | P35372+P41143 | cells, luminescence; in the data active means activation above about 18%;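 further: 0% = vehicle-treated cells and 100% = reference agonist; values of inactives mirror those of a sister screen read the other way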
PKA-R2B act – activators of human PKA-R2B complex | 340,000 compounds, 0.079% hits | activation, % at 11.4 µM | P22694+P31323 | PKA-R2B holoenzyme dissociation, Cy5-IP20 fluorescence polarization; R2B truncated from residue 108, S112A mutant; 0% DMSO only, 100% 113 µM cGMP;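 active means activation above a cutoff set at the mean over all compounds plus 3 SD, cut at about 18% in these data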;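 further: higher means more holoenzyme dissociation and a rise in polarization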
HTR5A ag – activates human HTR5A in OPRM1-OPRD1 agonist counter-screen; HTR5A agonist assay, luminescence, cell-based; activation, % at 9.3 µM; 340,000 compounds, 0.61% hits; AID 504692; in the data active means activation mostly above about 9.5%, no sharp cut-off; inactive means mostly below about 7.6%;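 further: 0% = cells with vehicle only and 100% = reference agonist; strong numbers were not always called active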
Target sequence (P47898 whole entry, looked up): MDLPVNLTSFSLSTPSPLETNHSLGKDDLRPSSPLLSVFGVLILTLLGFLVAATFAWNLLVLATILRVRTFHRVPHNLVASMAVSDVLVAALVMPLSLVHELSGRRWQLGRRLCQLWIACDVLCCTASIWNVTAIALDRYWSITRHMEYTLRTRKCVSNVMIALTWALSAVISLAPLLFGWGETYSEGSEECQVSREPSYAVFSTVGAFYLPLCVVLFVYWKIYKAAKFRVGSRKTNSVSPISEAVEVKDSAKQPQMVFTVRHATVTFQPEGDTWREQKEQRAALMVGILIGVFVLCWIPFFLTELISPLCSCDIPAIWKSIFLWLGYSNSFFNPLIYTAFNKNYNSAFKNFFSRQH
PKA-R1A act – PKA-R1A complex activation | P00514+P68181 | PKA-R1A dissociation, Cy5-IP20 fluorescence polarization; scaled: DMSO 0%, 113 µM cGMP 100% | activation, % at 11.4 µM | 340,000 compounds, 0.083% hits | AID 504707;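 active means percent activation above the mean of all tested compounds plus 3 SD, cut at about 19% in these data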;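 further: higher means more PKAc released from R1A so a rise in polarization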
DAGLB inh – diacylglycerol lipase beta (human) inhibition | HEK293T DAGLB membrane lysate, EnzChek fluorogenic substrate | inhibition, % at 5.17 µM | 340,000 compounds, 0.059% hits; in the data active means inhibition above about 34%;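 further: 0% = enzyme with vehicle and 100% = wells lacking enzyme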
Target sequence (Q8NCG7 whole entry, looked up): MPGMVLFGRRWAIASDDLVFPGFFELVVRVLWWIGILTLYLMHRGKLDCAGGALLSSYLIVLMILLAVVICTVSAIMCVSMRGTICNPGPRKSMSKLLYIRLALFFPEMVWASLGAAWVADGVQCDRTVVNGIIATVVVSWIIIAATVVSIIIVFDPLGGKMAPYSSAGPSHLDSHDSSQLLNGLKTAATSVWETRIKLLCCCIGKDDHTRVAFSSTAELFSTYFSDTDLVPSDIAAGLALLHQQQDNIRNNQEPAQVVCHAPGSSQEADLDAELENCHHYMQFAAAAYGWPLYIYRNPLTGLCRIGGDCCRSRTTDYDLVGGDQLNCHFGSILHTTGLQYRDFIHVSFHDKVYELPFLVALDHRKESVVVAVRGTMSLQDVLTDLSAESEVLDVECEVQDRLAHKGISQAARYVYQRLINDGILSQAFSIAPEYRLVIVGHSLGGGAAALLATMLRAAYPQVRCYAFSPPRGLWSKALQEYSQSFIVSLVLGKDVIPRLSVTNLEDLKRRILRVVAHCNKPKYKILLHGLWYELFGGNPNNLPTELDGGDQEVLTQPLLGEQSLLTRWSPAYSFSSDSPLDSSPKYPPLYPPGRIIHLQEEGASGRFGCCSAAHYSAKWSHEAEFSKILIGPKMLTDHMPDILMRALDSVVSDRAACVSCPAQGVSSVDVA
DSG3 Ab inh – inhibitors of pemphigus antibody binding to human desmoglein-3 | P32926 | DSG3-coupled beads, scFv-anti-DSG3-GFP binding, flow cytometry; stronger effect = lower value | binding (percent of control), % at 10 µM | 310,000 compounds, 0.48% hits;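 active means binding more than 3 SD below its plate's average and above zero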; further: some compounds called inactive have numbers as strong as hits
HTR5A inv ag – counter-screen for OPRM1-OPRD1 inverse agonists: human HTR5A inverse agonism; P47898; HTR5A cell line, luminescence; inhibition, % at 9.3 µM; 340,000 compounds, 0.083% hits; AID 504634; in the data active means inhibition mostly above about 23%, no sharp cut-off; inactive means mostly below about 18%;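 further: 0% = cells with DMSO and 100% = no-cell wells with DMSO; some compounds called inactive have numbers as strong as hits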
The depositor's hits bear a star; nt = no result given.

mol,OPRM1-OPRD1 inv,Arr AP2 block,V-ATPase pHluor,MOR-DOR ag,PKA-R2B act,HTR5A ag,PKA-R1A act,DAGLB inh,DSG3 Ab inh,HTR5A inv ag
O=C(NCc1ccco1)C(=O)NCC1OCCCN1S(=O)(=O)c1ccc(Cl)cc1 (stereo not drawn),16,-6,1,-2.3,1,1,-5,1,103,9
CC(C)(C)c1ccc(C(=O)N2CCN(C(=O)c3cccs3)CC2)cc1,18,-11,-1,-3.7,12,1,-3,2,nt,-5
Cc1nnc2n(c1=O)C(CS(=O)(=O)c1ccccc1)CS2 (stereo not drawn),11,-9,1,-2.3,1,4,3,3,92,-9
CCOC(=O)C1=C(C)NC(C)=C(C(=O)OCC)C1C(=O)OCC(=O)NCCc1ccc(S(N)(=O)=O)cc1,-1,3,-7,0.2,4,-2,6,-5,110,5
COc1cccc(/C=N/Nc2nc3ccccc3n3cnnc23)c1,-12,-8,-1,2.4,-8,1,3,2,96,-2
CC(NC(=O)CCCN1C(=O)c2ccccc2C1=O)c1ccc2c(c1)CCCC2 (stereo not drawn),9,9,-1,-1.6,-9,-7,-1,-8,103,7
CC(=O)Nc1ccc(S(=O)(=O)N2CCC(c3nc4c(nnn4Cc4ccccc4Cl)c(=O)[nH]3)CC2)cc1,13,27,1,-2.5,-12,0,6,-1,106,-1
CCOC(=O)N1CCN(C2CCCN(C(=O)c3ccccc3SC)C2)CC1 (stereo not drawn),2,6,1,-0.3,2,0,2,-2,102,-2
COc1ccc(CCC(=O)NCCS(=O)(=O)N2CCN(c3ccccc3OC)CC2)cc1,7,-4,-2,-1.4,9,-1,0,-1,103,-3
C=CCOc1ccccc1CNn1c(C)n[nH]c1=S,nt,nt,0,nt,11,nt,-2,-1,101,nt
CC(C)COc1nc2ccccc2nc1C(C#N)C(=O)NC1CCCCC1 (stereo not drawn),-1,-14,-2,0.2,-10,2,1,0,99,7
COC(=O)c1c(C(=O)OC)c(-c2ccc(OC)cc2)n2c1CCC2,20,40,-2,-3.4,9,3,8,-1,91,-12
O=[N+]([O-])c1ccc(Oc2ccc(OCc3ccccc3)cc2)nc1,12,0,-1,-2.5,-14,3,-2,-11,113,-10
CCCCc1c(O)c2ccccc2n(CCCC)c1=O,6,-8,-2,-0.9,-3,-2,-3,2,98,-5
CC(=O)c1cccc(NS(=O)(=O)c2ccc(C(=O)Nc3ccccc3)cc2)c1,3,-7,-5,-0.6,-5,2,-2,1,105,-12
Cc1ccc(C(=O)NC(=S)Nc2ccc(S(=O)(=O)N3CCN(C)CC3)cc2)cc1,15,40,1,-2.9,7,-10,3,1,90,25
CCN1CCN(c2nc(C)nc3c2sc(=S)n3C)CC1,16,4,1,-3.1,9,-4,10,-2,112,10
COC(=O)C1=C(NC(=O)c2ccc(C)cc2)CCS1,14,1,1,-2.6,-3,-1,2,-5,101,7
CCOc1ccc(S(=O)(=O)N2CCN(c3ccccn3)CC2)cc1,7,1,-2,-1.5,1,4,-6,-6,99,-13
Cc1ccccc1/C=c1\s/c(=C\C(=O)C(C)(C)C)[nH]c1=O,-15,1,-4,2.9,5,0,-7,1,103,-1
Cc1ccc(NC(=O)CCN2C(=O)c3ccccc3C2=O)c(C)c1,11,-8,2,-2.4,1,0,-3,-2,96,0
CCN1CCN(c2ccc(S(=O)(=O)N3CCOCC3)cc2NC(=O)c2ccc(OCC(C)C)cc2)CC1,6,-21,3,-1.4,-12,-4,5,-3,103,9
Cc1cc(S(=O)(=O)N2CCN(C(=O)CCC(=O)N3CCOCC3)CC2)ccc1Br,2,6,1,-0.4,-2,-1,-8,-1,97,3
O=C(Nc1ccc2c(c1)OCO2)C1CC(=O)N(c2ccc3c(c2)OCCO3)C1 (stereo not drawn),-3,3,-2,0.6,-4,1,-3,-1,105,-25
O=C(NCc1ccccn1)NC12CC3CC(CC(C3)C1)C2,-2,6,4,0.3,3,4,4,-1,nt,-10
COC(=O)COc1ccc(S(=O)(=O)Nc2ccc(C(N)=O)cc2)cc1C,3,-5,-3,-0.6,-4,4,-2,2,96,2
O=C(CCC(=O)c1ccccc1)Nc1ccc(C(=O)O)cc1,-3,10,-3,0.6,-1,0,19*,1,114,7
C=CC(=O)N1C/C(=C/c2ccc(F)cc2)C(=O)/C(=C\c2ccc(F)cc2)C1,29,17,-2,-5.7,-10,-7,4,2,86,28
CCOC(=O)Cn1c(CN2CCN(C(=O)c3ccco3)CC2)nc2c1c(=O)n(C)c(=O)n2C,10,-10,5,-2.0,5,4,-3,-5,106,6
CC(C)(C)OC(=O)NOCC(=O)N(Cc1ccccc1)CC(O)COc1ccccc1 (stereo not drawn),-17,1,10,3.1,-2,2,0,3,100,-5

Reformatted with values under each structure: entries from further up
Values in the order – OPRM1-OPRD1 inv	Arr AP2 block	V-ATPase pHluor	MOR-DOR ag	PKA-R2B act	HTR5A ag	PKA-R1A act	DAGLB inh	DSG3 Ab inh	HTR5A inv ag
- Cc1ccc(C(=O)NC(=S)Nc2ccc(S(=O)(=O)N3CCN(C)CC3)cc2)cc1
→ 15	40	1	-2.9	7	-10	3	1	90	25
- Cc1ccc(NC(=O)CCN2C(=O)c3ccccc3C2=O)c(C)c1
→ 11	-8	2	-2.4	1	0	-3	-2	96	0

(next part)
mol,OPRM1-OPRD1 inv,Arr AP2 block,V-ATPase pHluor,MOR-DOR ag,PKA-R2B act,HTR5A ag,PKA-R1A act,DAGLB inh,DSG3 Ab inh,HTR5A inv ag
COc1ccc(NC(=O)N(C)C[C@H]2Oc3c(NC(=O)C4CC4)cccc3C(=O)N([C@H](C)CO)C[C@@H]2C)cc1,-1,5,2,0.1,4,2,4,-3,105,1
Cc1[nH]c(=O)[nH]c(=O)c1/C=N/NC(=O)[C@H](C)N,8,-15,-5,-1.6,3,3,2,-1,88,-1
CCOc1ccc(C(C(=O)NC2CCCC2)N(Cc2ccccc2)C(=O)c2nsc(Cl)c2Cl)cc1 (stereo not drawn),7,17,-2,-1.2,-1,-2,-1,-18,97,0
C/C(=N\NC(=O)c1ccc(CN2CCc3ccccc3C2)cc1)c1ccccc1O,-40,16,-1,7.0,-7,-2,6,-4,101,6
CCCCCCCc1nc2nc(C)c(Br)c(=O)n2[nH]1,12,13,-2,-2.2,-3,0,-14,3,98,-10
COc1ccccc1-c1nn(Cc2ccccc2)cc1C(=O)NCC(c1ccco1)N1CCCC1 (stereo not drawn),-13,-8,-1,3.1,5,-5,-5,0,108,13
Cc1ccccc1N1CCN(Cc2nc(Cc3ccccc3F)no2)CC1,-7,9,-7,1.3,-9,-1,-2,-16,105,0
COc1ccccc1NS(=O)(=O)c1ccc2[nH]c(=S)oc2c1,-25,-21,2,5.1,12,5,-13,3,94,-18
O=C(Nc1ccc(Br)cn1)c1ccc(COc2c(F)c(F)cc(F)c2F)o1,-1,-15,-2,0.2,2,7,-7,-19,87,-17
CC(C)C(=O)Nc1ccc(NC(=O)c2ccccn2)cn1,-6,4,8,1.0,-13,4,-1,2,112,4
S=c1[nH]nc(-c2ccc(Br)cc2)n1-c1ccc(Br)cc1,-11,0,4,2.3,-17,-1,-10,0,108,3
COc1ccc2c(c1)c(/C=C/c1cc[n+](C)cc1)cn2C,10,-37,3,-1.8,7,4,-5,-33,380,-14
CC1CCN(CCCNC(=O)c2ccc(CS(=O)(=O)Cc3ccc(Cl)cc3)o2)CC1,9,-9,2,-1.7,-4,5,-16,0,108,14
COc1ccc(C(=O)C(C)OC(=O)CNC(=O)C2CCCCC2)cc1 (stereo not drawn),12,-4,0,-2.7,-3,-2,-2,0,nt,4
Cc1ccccc1CCN(C(=O)Cn1nnc2ccccc21)C(C(=O)NCC1CCCO1)c1nc2ccccc2n1C (stereo not drawn),12,8,-2,-2.3,-10,0,-9,2,99,1

Compounds listed so far containing a furan ring, fused or not:
mol,OPRM1-OPRD1 inv,Arr AP2 block,V-ATPase pHluor,MOR-DOR ag,PKA-R2B act,HTR5A ag,PKA-R1A act,DAGLB inh,DSG3 Ab inh,HTR5A inv ag
O=C(NCc1ccco1)C(=O)NCC1OCCCN1S(=O)(=O)c1ccc(Cl)cc1 (stereo not drawn),16,-6,1,-2.3,1,1,-5,1,103,9
CCOC(=O)Cn1c(CN2CCN(C(=O)c3ccco3)CC2)nc2c1c(=O)n(C)c(=O)n2C,10,-10,5,-2.0,5,4,-3,-5,106,6
COc1ccccc1-c1nn(Cc2ccccc2)cc1C(=O)NCC(c1ccco1)N1CCCC1 (stereo not drawn),-13,-8,-1,3.1,5,-5,-5,0,108,13
O=C(Nc1ccc(Br)cn1)c1ccc(COc2c(F)c(F)cc(F)c2F)o1,-1,-15,-2,0.2,2,7,-7,-19,87,-17
CC1CCN(CCCNC(=O)c2ccc(CS(=O)(=O)Cc3ccc(Cl)cc3)o2)CC1,9,-9,2,-1.7,-4,5,-16,0,108,14

(continued)
mol,OPRM1-OPRD1 inv,Arr AP2 block,V-ATPase pHluor,MOR-DOR ag,PKA-R2B act,HTR5A ag,PKA-R1A act,DAGLB inh,DSG3 Ab inh,HTR5A inv ag
CCOC(=O)C(NC(=O)CC)C(O)c1cccc([N+](=O)[O-])c1 (stereo not drawn),3,3,1,-0.5,5,1,2,1,99,23
CCN(C(=O)CSc1nc2nc(C)cc(C)n2n1)C1CCS(=O)(=O)C1 (stereo not drawn),16,15,-2,-3.5,3,1,-15,-1,nt,-23
CCN(CC(=O)Nc1ccc(NC(C)=O)cc1)C(=O)c1cc2c(s1)CCCC2,3,-5,0,-0.9,5,-1,8,1,nt,3
COc1ccc2cc(C(c3nnnn3C3CCCC3)N3CCc4ccccc4C3)c(=O)[nH]c2c1 (stereo not drawn),0,6,-4,0.1,8,2,4,4,102,-28
CN(CC(=O)NC(=O)NC1CCCCC1)CC(=O)Nc1ccc(Cl)cc1,-10,6,-3,2.6,-4,4,2,-2,102,-3
CC1CC(=O)Nc2ccccc2N1S(=O)(=O)c1ccc(Br)cc1 (stereo not drawn),7,-1,4,-1.2,6,8,1,0,101,12
O=C(Cn1cccc1)NCc1cccs1,-1,4,2,0.2,-15,0,-2,-1,101,-19
CCOCCCNC(=O)C(c1ccc(Cl)cc1)N(Cc1cccs1)C(=O)c1ccccn1 (stereo not drawn),13,41,-1,-2.6,5,1,-4,-3,115,-2
N[C@@H](Cc1ccc(O)cc1)c1nnc([C@H](CO)NC(=O)C2CCNCC2)o1,6,6,3,-1.2,-12,1,-4,-4,100,19
